GSK3A inh – blockers of GSK3A enzyme activity – biochemical, luminescence, cell-free homogeneous, HTS, primary screen; Glycogen synthase kinase-3 alpha (Homo sapiens), P49840; GSK-3 alpha kinase, ADP-Glo luminescence, 60 min; inhibition, % at 10 µM; hit rate 0.1% among 320,000;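 in the data active = inhibition above about 50%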;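 also: GST-tagged GSK-3 alpha with peptide substrate and 25 µM ATP; 0% = DMSO neutral wells and 100% = GW8510 positive control wells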
Target sequence (P49840 whole entry, looked up): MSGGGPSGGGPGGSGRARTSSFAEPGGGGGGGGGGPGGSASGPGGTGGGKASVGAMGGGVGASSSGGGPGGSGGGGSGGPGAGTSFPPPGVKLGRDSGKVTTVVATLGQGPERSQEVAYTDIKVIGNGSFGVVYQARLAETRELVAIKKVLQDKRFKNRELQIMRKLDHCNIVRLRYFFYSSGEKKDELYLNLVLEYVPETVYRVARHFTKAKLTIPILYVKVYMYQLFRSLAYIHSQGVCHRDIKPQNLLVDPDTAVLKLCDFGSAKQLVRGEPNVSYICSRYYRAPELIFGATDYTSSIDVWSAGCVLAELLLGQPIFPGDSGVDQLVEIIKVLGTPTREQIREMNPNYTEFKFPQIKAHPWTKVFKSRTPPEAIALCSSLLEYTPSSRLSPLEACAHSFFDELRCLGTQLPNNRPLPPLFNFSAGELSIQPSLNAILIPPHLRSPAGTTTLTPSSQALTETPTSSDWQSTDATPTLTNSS
HSF1 activator – HSF-1 activators, primary screen, NIH3T3-HGL cells, MG132 stress, luminescence, single point | NIH3T3-HGL HSF-1 luciferase reporter, 8 h; 100% = twice DMSO control signal | activation, % at 9 µM | hit rate 1.7% among 300,000 | AID 504408, 2011;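 active = mean replicate activation of at least 50% with a set share of replicates each reaching 50%; inconclusive = only one of those two conditions met; inactive = mean below 50% and too few replicates reaching it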;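 also: 0% = median of the neutral control wells and 100% = twice that signal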
HSP90 inh – HSP90 inhibitors, primary screen, cell lysate, luminescence; Heat shock protein HSP 90 (rabbit reticulocyte lysate; luciferase refolding); Rabbit reticulocyte lysate, luciferase refolding luminescence, 3 h; inhibition, % at 5.6 µM; hit rate 0.91% among 290,000; AID 1789, 2009;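 active = inhibition above the screen-wide mean plus 3 SD, computed separately per campaign, cut at about 16% in these data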;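 also: 0% = DMSO wells and 100% = 60 µM geldanamycin wells; inhibitors lower the luminescence because luciferase stays unfolded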
HIF act – HIF pathway transcriptional activators, primary screen, cell-based, U2OS HRE-luciferase, luminescence | U2OS HRE-luciferase reporter; normalized: DMSO 0%, desferrioxamine 100% | activation, % at 7.5 µM (by protocol) | hit rate 0.32% among 300,000 | AID 1910, 2009;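 active = mean activation of at least 10% of the iron chelator positive control signal, with at least half of replicates also reaching 10%; inconclusive = mean and replicate majority disagree about reaching 10%; inactive = mean and most replicates under 10%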
KLF5 inhibitor – KLF5 expression inhibitors, primary screen, DLD-1 cells, luminescence; hit rate 0.23% among 290,000; inhibition, % at 5 µM; DLD-1 KLF5 promoter-luciferase reporter;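 active = inhibition above a per-plate limit of that plate's mean compound inhibition plus 3 SD, cut at about 60% in these data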;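 also: 0% = DMSO wells and 100% = LY294002 at 200 µM; higher means less KLF5 promoter-driven luciferase light; inactives centre near -14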
AI-2 QS modul – Vibrio harveyi AI-2 quorum sensing modulators, primary screen, JMH597 strain, luminescence/OD600 ratio | hit rate 0.4% among 300,000 | activity change, % at 7.5 µM | Vibrio harveyi JMH597 AI-2 luminescence/OD600 ratio, 9 h; stronger effect = lower value; strain lacks LuxN and CqsS sensors; 0 = neutral-control median; in the data active = activity change below about -75%, passing the limit was not always enough; inconclusive = no clear call, values can overlap the other calls;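 also: luminescence divided by OD600 gain over 9 h not by final OD600 alone; inactives centre near 13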
GSK3beta inhib – human GSK3beta kinase inhibitors, primary screen, biochemical, cell-free homogeneous, HTS; AID 2097, 2009; GST-GSK3beta kinase, ADP-Glo luminescence, 60 min; stronger effect = lower value; hit rate 0.038% among 300,000; Glycogen synthase kinase-3 beta (Homo sapiens), P49841; activity score (negative = inhibition), % at 10 µM;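 active = more than half of replicate wells score below -50%, meaning over 50% inhibition versus plate controls; inconclusive = some replicates but at most half score below -50%; inactive = no replicate scores below -50%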;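 also: 0% = median DMSO wells and -100% = median GW8510 positive control wells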
Target sequence (P49841 whole entry, looked up): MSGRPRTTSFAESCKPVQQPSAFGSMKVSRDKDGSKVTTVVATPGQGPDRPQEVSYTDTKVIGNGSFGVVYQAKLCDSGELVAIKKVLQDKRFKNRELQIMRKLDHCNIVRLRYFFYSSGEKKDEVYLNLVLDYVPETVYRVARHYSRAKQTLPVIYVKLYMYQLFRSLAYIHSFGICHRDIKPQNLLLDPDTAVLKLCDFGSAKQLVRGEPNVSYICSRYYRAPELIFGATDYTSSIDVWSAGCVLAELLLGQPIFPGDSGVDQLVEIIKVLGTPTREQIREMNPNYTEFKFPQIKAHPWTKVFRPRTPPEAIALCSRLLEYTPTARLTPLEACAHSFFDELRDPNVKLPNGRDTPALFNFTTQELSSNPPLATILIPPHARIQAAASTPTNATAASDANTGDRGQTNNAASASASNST
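Test system: GST-tagged human GSK3beta kinase, cell-free; evaluation: activity score scaled between in-plate DMSO and GW8510 controls; measured by: ADP-Glo luminescence; incubation: 60 min reaction, RT; benchmarks: DMSO and 20 µM GW8510; reagent: peptide substrate plus 25 µM ATP (final); medium: Tris/MgCl2 kinase buffer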
IEC-6 tox – cytotoxicity in IEC-6 intestinal epithelial cells, primary screen, cytotoxicity control for KLF5 inhibitor project, cell-based, luminescence; IEC-6 cytotoxicity, luminescence viability; inhibition, % at 5 µM; hit rate 0.78% among 290,000; AID 1825, 2009; in the data active = inhibition above about 22%;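 also: 0% = plate median of test compound wells and 100% = cytotoxic reference compound wells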
aSyn 5UTR inh – MLPCN primary screen, SNCA 5' untranslated region; AID 1813, 2009; alpha-synuclein 5'UTR reporter, inhibitor activity; hit rate 0.82% among 300,000; inhibition, % (tested at 7.5 µM); in the data active = inhibition above about 60%; inconclusive = no clear call, values can overlap the other calls;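 also: H4 neuroglioblastoma cells stably carrying SNCA 5'UTR luciferase fusion; 0% = DMSO wells and 100% = positive control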
HSF1 inhib – HSF1 inhibitors in luciferase reporter cells, primary screen, cell-based, NIH3T3, luminescence; NIH3T3-HGL HSE-luciferase, MG132-induced, luminescence 8 h; stronger effect = lower value; activity change, negative = inhibition, % at 7.5 µM (by protocol); hit rate 0.77% among 300,000; AID 2098, 2009;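 active = more than half of replicate wells show activity change below -50%, luminescence cut by over half; inconclusive = some wells, but at most half, below -50%; inactive = no replicate well below -50%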;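 also: luciferase reports HSF-1 transcriptional activity via heat shock element; 0% = median of DMSO wells and -100% = zero luminescence signal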
Numbers without * were called inactive; ? = inconclusive; nt = not tested or not shown.

SMILES	GSK3A inh	HSF1 activator	HSP90 inh	HIF act	KLF5 inhibitor	AI-2 QS modul	GSK3beta inhib	IEC-6 tox	aSyn 5UTR inh	HSF1 inhib
COc1c(O)ccc2c1CN1CCc3cc4c(cc3C1C2)OCO4 (centres undefined)	3	-16	10	-0.5	-3	29	2	-2	30	-8
Cc1ccc(CCNS(=O)(=O)c2cc3c(cc2Cl)NC(=O)CO3)cc1	-1	7	0	-0.6	-19	-2	1	-4	-5	-4
O=C(NC(=S)NNS(=O)(=O)c1ccc(Cl)cc1)c1cccnc1	-4	2	-1	-0.2	-8	56	0	-3	9	-6
COc1cc(NC(=O)c2ccc(N3CC4CC(C3)c3cccc(=O)n3C4)c(NC(=O)c3ccncc3)c2)cc(OC)c1OC (centres undefined)	-1	-13	-6	0.5	2	13	2	-4	-19	-3
Cc1nc2sc(-c3ccccc3)cc2c(=O)[nH]1	-3	25	17*	-1.8	15	19	-2	6	36	0
COc1ccc2cc(C(=O)N/N=C/c3cc(OC)c(OC)c(OC)c3)[nH]c2c1	3	-6	2	1.1	-35	29	-1	1	0	0
Cc1ccc(C(=O)C2=C(O)C(=O)N(CCCn3ccnc3)C2c2ccc(OC(C)C)cc2)o1 (centres undefined)	10	7	0	0.4	-53	31	-17	-2	0	9
CN(C(=O)c1ccco1)c1ccccc1C(=O)O	-2	-33	4	0.0	-31	nt	nt	0	13	-12
O=C(Nc1ccc(Cl)cc1)N1CCOC12CCCCC2	1	15	3	1.1	-8	nt	nt	-1	-33	5
COC(=O)c1ccc(C)c(NS(=O)(=O)c2ccc(NC(C)=O)cc2)c1	-1	-5	-2	-0.1	-17	17	2	-4	10	-1
Cc1ccc(S(=O)(=O)N2CCOCC2)cc1NC(=O)COC(=O)c1ccc(OCc2c(C)noc2C)cc1	0	6	2	0.1	-61	24	-1	-2	0	-3
Cc1cccc2[nH]c(-c3ccc(NC(=O)c4ccco4)cc3)nc12	3	?	-8	-17	-93	-22	2	4	-225	17
O=C1NC(=O)c2cc(Oc3ccc([N+](=O)[O-])cc3)ccc21	2	-2	-2	-2.0	-31	27	0	0	1	-3
COc1ccc(-c2nnc(NC(=O)c3cc(C)on3)s2)cc1	-2	2	3	0.0	-9	21	-1	-3	-22	-2
O=C1/C(=C/c2ccc(F)cc2)SC(=S)N1N1CCOCC1	5	1	2	-0.4	-41	20	0	0	1	-11
CCC1CCCCN1C(=O)Nc1ccc(F)cc1 (centres undefined)	8	19	3	0.0	-14	35	2	-5	-7	0
Cn1ccnc1-c1ccc(-c2nccn2C)cc1	0	42	-2	-0.1	-26	nt	nt	-4	0	6
CCCc1cc(=O)[nH]c(SCC(=O)C(C)(C)C)n1	-2	3	0	-0.6	-56	-12	0	-3	3	4
Cc1ccc(C(=O)CNc2ccc(Cl)cc2)cc1	4	36	-1	2.4	-35	10	0	-5	-50	30
CCOCCn1ccc2c(OCC(=O)Nc3cc(OC)ccc3OC)cccc2c1=O	-3	-8	nt	-0.3	nt	26	3	nt	-1	-5
CC1CCN(c2ccc(NC(=O)c3ccc([N+](=O)[O-])o3)cc2)CC1	nt	98*	nt	-3.1	nt	27	2	nt	44	95
Cc1csc(=NC(=O)c2ccccc2)n1CCO	nt	5	0	-0.6	-49	47	1	3	-21	0
O=C(/C=C/c1ccco1)Nc1ccc(Cl)c(S(=O)(=O)N2CCOCC2)c1	-2	7	1	0.0	-38	11	2	8	-18	2
CC1CC(OCC(O)CN2CCCCC2C)CC(C)(C)C1 (centres undefined)	-4	-15	0	1.1	5	10	-2	2	-4	-3
COc1ccc(C)cc1Nc1n[n+](-c2ccccc2)c(-c2cc([N+](=O)[O-])cc(OC)c2O)s1	-1	-2	-2	-2.4	-12	4	-3	-4	-12	-14

Single records (already shown). Values in the order: GSK3A inh	HSF1 activator	HSP90 inh	HIF act	KLF5 inhibitor	AI-2 QS modul	GSK3beta inhib	IEC-6 tox	aSyn 5UTR inh	HSF1 inhib
Cc1csc(=NC(=O)c2ccccc2)n1CCO is listed as nt	5	0	-0.6	-49	47	1	3	-21	0
CC1CCN(c2ccc(NC(=O)c3ccc([N+](=O)[O-])o3)cc2)CC1 is listed as nt	98*	nt	-3.1	nt	27	2	nt	44	95

(further entries)
SMILES	GSK3A inh	HSF1 activator	HSP90 inh	HIF act	KLF5 inhibitor	AI-2 QS modul	GSK3beta inhib	IEC-6 tox	aSyn 5UTR inh	HSF1 inhib
CCCCN(CCCC)Cc1cc2ccccc2c2c1COC2	0	-18	-3	-0.4	-7	16	1	-7	-9	3
Cc1nc(COC(=O)c2ccc(CO)cc2)cs1	-3	-3	-4	0.7	-11	5	1	-4	1	-1
COc1ccccc1NC(=O)C/C(C)=N/NC(=O)COc1c(Br)cc(Br)cc1OC	2	-2	-1	0.5	10	4	0	0	-8	3
C=CCn1c(SCC(=O)N(C)C)nc2sc3c(c2c1=O)CCC3	-2	2	-9	-0.6	-29	6	2	4	32	0
Cc1ccc(-c2ccc(=O)n(Cc3ccc(F)cc3)n2)cc1	-2	29	-4	1.0	-22	-4	1	-1	11	11
O=C(NCCc1c[nH]c2ccccc12)C1CCN(S(=O)(=O)c2ccc(F)cc2)CC1	-1	3	2	0.3	-2	15	-2	4	26	3
COC(=O)C1=CN(Cc2ccc(OC)c(OC)c2)C=C(C(=O)OC)C1c1ccccc1F	-1	-61	2	2.5	-51	11	-27	4	48	-55*
O=C(CCNS(=O)(=O)c1ccccc1F)NCc1ccc2c(c1)OCO2	1	-4	2	-0.2	-2	0	2	2	10	-13
Cc1ccc(N2C(=O)C3C(C(=O)c4ccccc4)=NN(c4ccccc4)C3C2=O)cc1 (centres undefined)	nt	1	1	-0.2	12	-14	1	-6	12	8
Cc1ccc(NC(=O)c2cccs2)cc1S(=O)(=O)Nc1cccc(Cl)c1	0	0	1	-0.4	-12	11	-3	10	-11	3
Cc1ccc(NC2=NC(C(=O)Nc3ccc(C)c(C)c3)CC(=O)N2)cc1 (centres undefined)	-2	-11	3	-0.2	-33	14	-2	-1	12	-3
C(=C\c1ccco1)/C1=NN(c2ccccc2)C(c2ccco2)C1 (centres undefined)	-2	78*	4	2.7	-45	43	0	-12	-210	53
CC(C)(C)c1cc(C(=O)NNS(=O)(=O)c2ccccc2)n[nH]1	1	5	1	0.1	-7	5	-3	11	1	-11
CC(=O)c1ccc(Oc2ncnc(N)c2[N+](=O)[O-])cc1	10	0	-1	0.5	-22	14	0	21	53	-6
COc1ccccc1-n1c(SCC(=O)Nc2nnc(C)s2)nc2c(c1=O)SCC2	-1	22	0	0.1	-3	-2	2	3	8	8
Cn1cnc([N+](=O)[O-])c1Sc1n[nH]c(N)n1	0	14	2	-1.8	-20	6	-2	-3	15	-2
COc1ccc(CNC(=O)COC(=O)C2CC2C)cc1OC (centres undefined)	2	-8	nt	-0.2	nt	29	4	nt	14	-7
CCN1CCN(C(=O)C(C)Nc2ccc(OC)cc2OC)CC1 (centres undefined)	0	-11	-2	-0.1	-25	12	-4	1	0	-8
Cc1nc(-c2ccccc2Cl)sc1C(=O)/C=C/N(C)C	-1	nt	0	nt	-16	3	1	1	nt	nt
COc1ccc(NC(=O)CN(C)CC(=O)Nc2ccc(Cl)cc2F)cc1	-1	-27	1	-0.3	-12	21	0	2	9	-11
COc1cc(Cl)c(C)cc1NC(=O)c1ccc2c(SCC(=O)O)c3c(nc2c1)CCCC3	0	6	-1	-14	6	19	2	-1	8	2
CCSC1=NN2CCS(=O)(=O)N=C2S1	-2	-7	-3	-0.1	-7	14	1	3	8	-2
CN=C1S/C(=C\c2ccc(SC)cc2)C(=O)N1C	1	14	-4	2.7	-55	34	-1	-3	-98	20
O=C(Nc1ccc(Cl)cn1)c1ccc2[nH]c(=O)c(=O)[nH]c2c1	-5	-14	1	1.0	-27	28	1	-2	12	3
CCN(CC)C(=O)CSc1nnc(-c2ccco2)n1N	-1	16	-3	-0.4	1	19	0	-2	29	-1
COc1cc(NC(=O)c2ccc(C)cc2C)ccc1NC(=O)c1cc2ccccc2o1	-3	23	-2	1.1	-39	6	-1	-5	45	-4
Cc1ccnc(NS(=O)(=O)c2ccc(NS(=O)(=O)c3cc(Cl)ccc3Cl)cc2)n1	2	9	1	-0.3	-16	30	-2	-1	-27	-3
COc1ccc(S(=O)(=O)N2CCOCC2)cc1N=Nc1sc(N)nc1-c1ccccc1	0	8	-2	-7.5	-11	31	1	8	50	-2
COc1ccc(NC(=O)Cn2c(=O)n(CC(=O)NCc3ccco3)c(=O)c3ccccc32)cc1OC	-7	28	-1	-0.8	-29	12	2	0	28	-2

In the list so far, these have a furan ring, fused or not:
SMILES	GSK3A inh	HSF1 activator	HSP90 inh	HIF act	KLF5 inhibitor	AI-2 QS modul	GSK3beta inhib	IEC-6 tox	aSyn 5UTR inh	HSF1 inhib
Cc1ccc(C(=O)C2=C(O)C(=O)N(CCCn3ccnc3)C2c2ccc(OC(C)C)cc2)o1 (centres undefined)	10	7	0	0.4	-53	31	-17	-2	0	9
CN(C(=O)c1ccco1)c1ccccc1C(=O)O	-2	-33	4	0.0	-31	nt	nt	0	13	-12
Cc1cccc2[nH]c(-c3ccc(NC(=O)c4ccco4)cc3)nc12	3	?	-8	-17	-93	-22	2	4	-225	17
CC1CCN(c2ccc(NC(=O)c3ccc([N+](=O)[O-])o3)cc2)CC1	nt	98*	nt	-3.1	nt	27	2	nt	44	95
O=C(/C=C/c1ccco1)Nc1ccc(Cl)c(S(=O)(=O)N2CCOCC2)c1	-2	7	1	0.0	-38	11	2	8	-18	2
C(=C\c1ccco1)/C1=NN(c2ccccc2)C(c2ccco2)C1 (centres undefined)	-2	78*	4	2.7	-45	43	0	-12	-210	53
CCN(CC)C(=O)CSc1nnc(-c2ccco2)n1N	-1	16	-3	-0.4	1	19	0	-2	29	-1
COc1cc(NC(=O)c2ccc(C)cc2C)ccc1NC(=O)c1cc2ccccc2o1	-3	23	-2	1.1	-39	6	-1	-5	45	-4
COc1ccc(NC(=O)Cn2c(=O)n(CC(=O)NCc3ccco3)c(=O)c3ccccc32)cc1OC	-7	28	-1	-0.8	-29	12	2	0	28	-2
